zfTRPN1 agonist = agonists of zebrafish TRPN1 channel. 0.18% of 220,000 active. HEK293 zebrafish TRPN1-YFP, Fluo-8 calcium fluorescence; 100% = response to 87 µM carbachol. activation, % at 3 µM;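 active means activation above its plate's cutoff, the mean activation of test wells on that plate plus 3 SD, cut at about 19% in these data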;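 further: 0% = DMSO alone and 100% = 87 µM carbachol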
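Assay system: Zebrafish TRPN1-YFP in HEK293 cells | Incubation: Dye loading 1 h at 37 °C, then 30 min room temperature | Measured by: Kinetic Fluo-8 fluorescence, ex 470-495, em 515-575 nm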
NPY2 pot ag = potentiates or activates human NPY-Y2 receptor | P49146 | cells expressing NPY-Y2, potentiator/agonist read-out | activation, % at 3.6 µM | 0.45% of 220,000 active | AID 1359; in the data active means activation above about 27%;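 further: cells stimulated with NPY near EC25 plus isoproterenol at EC100; 0% = vehicle plus submaximal agonist and 100% = vehicle plus saturating agonist; some results beyond the cut were filed as inactive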
NPY-Y1 antag = antagonists of human neuropeptide Y receptor Y1; inhibition, % at 3.6 µM; 1% of 200,000 active; HEK293-CNG Y1 cells, membrane potential fluorescence; NPY at EC95, then isoproterenol; P25929;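 active means inhibition above the campaign mean inhibition of all tested compounds plus 3 SD, cut at about 20% in these data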;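 further: 0% = DMSO wells given NPY plus isoproterenol and 100% = isoproterenol alone without NPY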
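Material: Y1- and CNG-channel-expressing HEK293 cells / Probe or stimulus: NPY 25 nM then isoproterenol 1 µM plus Ro 20-1724 25 µM / Doses: 3.6 µM single dose, DMSO 0.4% / Schedule: compound incubation 1 h at room temperature, readout 45 min post-stimulation / Signal: membrane potential fluorescence / Benchmarks: isoproterenol-only wells as full block versus NPY-plus-isoproterenol wells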
TRPML3 ag = agonists of human TRPML3 channel; HEK293 TRPML3-YFP, Fluo-8 calcium fluorescence; 100% = the carbachol control signal; activation, % at 3 µM; 0.29% of 220,000 active; Q8TDD5;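 active means activation above its plate's cutoff, the mean activation of the plate's test wells plus 3 SD, cut at about 12% in these data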;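 further: 0% = DMSO only wells and 100% = carbachol wells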
Target sequence (Q8TDD5 whole entry, looked up): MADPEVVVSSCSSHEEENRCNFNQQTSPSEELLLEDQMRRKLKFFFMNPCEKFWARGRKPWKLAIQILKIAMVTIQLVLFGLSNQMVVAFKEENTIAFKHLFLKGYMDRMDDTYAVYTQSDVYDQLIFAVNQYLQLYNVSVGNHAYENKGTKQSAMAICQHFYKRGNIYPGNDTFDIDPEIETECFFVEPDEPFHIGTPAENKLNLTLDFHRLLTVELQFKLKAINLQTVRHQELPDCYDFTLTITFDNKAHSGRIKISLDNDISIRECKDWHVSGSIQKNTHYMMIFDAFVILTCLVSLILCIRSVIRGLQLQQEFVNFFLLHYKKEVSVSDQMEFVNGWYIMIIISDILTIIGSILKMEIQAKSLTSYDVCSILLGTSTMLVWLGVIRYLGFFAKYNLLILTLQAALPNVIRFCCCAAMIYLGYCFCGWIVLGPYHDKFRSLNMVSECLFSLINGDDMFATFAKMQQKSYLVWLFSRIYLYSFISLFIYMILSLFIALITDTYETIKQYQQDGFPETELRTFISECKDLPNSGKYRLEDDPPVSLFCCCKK
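system = HEK293 cells stably carrying human TRPML3-YFP | doses = one concentration, 3 µM nominal, 0.3% DMSO | timing = dye loading 1 h 37 °C then 30 min ambient, 125 s read | detection = Fluo-8 calcium dye fluorescence, ex 470-495, em 515-575 nm | benchmarks = high control carbachol 87 µM, low control DMSO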
S1P4 agonist = human S1P4 receptor agonism; O95977; S1P4-expressing cell line, agonist reporter assay; activation, % at 4.98 µM; 0.35% of 220,000 active; in the data active means activation above about 11%;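 further: 0% = DMSO vehicle and 100% = reference agonist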
Target sequence (O95977 whole entry, looked up): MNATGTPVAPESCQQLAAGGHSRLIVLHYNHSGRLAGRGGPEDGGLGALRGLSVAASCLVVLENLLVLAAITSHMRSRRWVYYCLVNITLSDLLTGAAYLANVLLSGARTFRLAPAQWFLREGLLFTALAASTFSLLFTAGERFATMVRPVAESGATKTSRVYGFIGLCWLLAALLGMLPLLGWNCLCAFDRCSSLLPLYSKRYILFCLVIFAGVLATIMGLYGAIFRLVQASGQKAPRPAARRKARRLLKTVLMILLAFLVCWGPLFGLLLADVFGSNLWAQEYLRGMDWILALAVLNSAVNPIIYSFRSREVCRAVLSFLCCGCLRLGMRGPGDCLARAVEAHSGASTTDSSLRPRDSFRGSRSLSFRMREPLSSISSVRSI
CHOP inh = blocks CHOP induction under ER stress. CHO-K1 CHOP-promoter luciferase, tunicamycin-induced, 15-18 h. inhibition, % at 10 µM. 3.8% of 220,000 active;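 active means compounds that reduced the stress-induced luciferase reporter signal by more than about 70% of percent inhibition, limit read from the data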;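 further: 0% = tunicamycin plus vehicle and 100% = wells without tunicamycin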
EP2 modulator = modulates human prostaglandin E2 receptor EP2 signaling. P43116. EP2-expressing cells, cAMP HTRF FRET, PGE2 co-stimulation. induction, % at 25 µM. 0.83% of 260,000 active. AID 940;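 active means compounds whose cAMP rise, as percent of the full-agonist control response, exceeds 60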;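 further: rat C6 glioma line stably carrying human EP2 under a CMV promoter; the protocol text gives 20 µM as final concentration; 100% = response of wells given 1 µM PGE2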
NPY-Y1 PAM-ag = potentiates or activates human NPY-Y1 receptor | P25929 | NPY-Y1 expressing cells, potentiator/agonist activation | activation, % at 3.6 µM | 0.37% of 220,000 active; in the data active means activation above about 33%, passing the limit was not always enough;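 further: cells stimulated with NPY at EC10 then isoproterenol at EC100; 0% = low agonist plus stimulus and 100% = saturating agonist plus stimulus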
S1P4 antag = human S1P4 receptor antagonism. O95977. AID 1510. S1P4-expressing cells, antagonist mode, reporter read-out. inhibition, % at 4.98 µM. 0.26% of 220,000 active; in the data active means inhibition above about 29%;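 further: 0% = wells stimulated with agonist and 100% = vehicle wells without agonist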
* hit, by the source's call; x = no result given; & = joins results of further samples.

SMILES	zfTRPN1 agonist	NPY2 pot ag	NPY-Y1 antag	TRPML3 ag	S1P4 agonist	CHOP inh	EP2 modulator	NPY-Y1 PAM-ag	S1P4 antag
CN(C)CCN1C(=O)c2oc3ccc(F)cc3c(=O)c2C1c1ccncc1 (stereo not drawn)	1.2	-1	4	-0.1	2.6	4	7	1	-24
COCCN(C(=S)Nc1c(C)cccc1C)C(C)c1ccco1 (stereo not drawn)	-0.3	6	x	-0.1	0.1	41	14	7	0
c1ccc(CCCNCC2COc3ccccc3O2)cc1 (stereo not drawn)	-1.8	-5	18	-1.3	-0.8	-13	7	-7	-18
CC(C)NS(=O)(=O)c1ccc(CCC(=O)NCc2cccnc2)cc1	1.3	12	0	0.0	-0.1	36	-5&-3	-3	-7
Cc1n[nH]c(C)c1Cc1ccc(C(=O)O)cc1	0.5	11	4	0.9	-2.1	11	28	13	-6
Cc1ccc(NC(=O)COC(=O)C(NS(=O)(=O)c2ccc(Cl)cc2)C(C)O)c(Br)c1 (stereo not drawn)	-2.0	3	-2	-0.6	0.0	-3	11	15	-6
CC(C)(C)NC(=O)CN(c1cccc([N+](=O)[O-])c1)S(=O)(=O)c1ccccc1	-1.6	-5	-2	-0.1	0.7	14	8	7	-13
Cc1nn(CC(=O)OCC(=O)Nc2c(C(C)C)cccc2C(C)C)c(C)c1[N+](=O)[O-]	-2.5	16	-4	-0.3	-0.1	16	22	1	-8
O=C(NCCc1ccccc1)C(c1ccncc1)N(C(=O)c1csnn1)C1CC1 (stereo not drawn)	0.2	-6	-3	0.7	-0.8	-1	6	-10	-11
O=C1NC(=O)/C(=C/C(=O)N2CCOCC2)S1	0.4	-1	2	0.9	2.1	-4	14	24	-17
c1ccc2c(c1)OCC(c1nnc3sc(-c4cnccn4)nn13)O2 (stereo not drawn)	-0.5	-3	7	0.2	-1.7	2	-3	-2	-25
Cn1nnnc1SCCNCc1ccccc1F	0.0	13	5	0.8	3.7	-14	9	5	-1

The last 3 records of the section above come first, to join the parts.
SMILES	zfTRPN1 agonist	NPY2 pot ag	NPY-Y1 antag	TRPML3 ag	S1P4 agonist	CHOP inh	EP2 modulator	NPY-Y1 PAM-ag	S1P4 antag
O=C1NC(=O)/C(=C/C(=O)N2CCOCC2)S1	0.4	-1	2	0.9	2.1	-4	14	24	-17
c1ccc2c(c1)OCC(c1nnc3sc(-c4cnccn4)nn13)O2 (stereo not drawn)	-0.5	-3	7	0.2	-1.7	2	-3	-2	-25
Cn1nnnc1SCCNCc1ccccc1F	0.0	13	5	0.8	3.7	-14	9	5	-1
CNS(=O)(=O)c1cccc(C(=O)OCc2cc(=O)n3cc(Br)ccc3n2)c1	0.5	10	0	0.4	0.2	17	7	17	-14
CNc1nc2c3ccccc3n(C(C)=O)c2s1	-0.2	22	-1	0.3	0.5	0	-24	26	-25
Cc1ccc(C(=O)N/C(=C\c2cccs2)C(=O)NCCc2c[nH]c3ccccc23)cc1C	-2.2	-21	11	-0.9	1.4	-14	1	-23	-10
O=C(N/N=C/c1cc(Br)cs1)c1ccccc1[N+](=O)[O-]	-2.6	16	2	0.3	0.2	30	-74	30	-15
CCOc1ccc(-c2n[nH]c(C)c2Oc2ccccc2OC)c(O)c1	-1.4	7	-4	-1.4	0.9	19	-10	15	-15
CCOC(=O)C1=NN(c2ccccc2)C2(S1)SC(C(C)=O)=C(C)N2c1ccccc1 (stereo not drawn)	0.4	-2	1	0.5	1.1	15	63*	0	-4
O=C1CSC(c2ccccc2F)N1c1ccccc1 (stereo not drawn)	-2.3	-1	-3	-1.3	0.0	8	23	4	-8
Cc1cc(C)c(S(=O)(=O)NCc2ccncc2)c(C)c1	4.7	11	-8	4.1	1.3	40	-13	-20	-13
Cc1ccccc1Cn1ccc(NC(=O)c2onc(C)c2Cl)n1	-0.6	5	2	-0.3	-1.0	-14	-24	1	-6
Nc1ncnc(Sc2ncccn2)c1[N+](=O)[O-]	2.0	17	2	0.7	-2.8	104*	-30	32	10
Cc1cc(=O)n2nc(N3CCCC(C(=O)N4CCc5ccccc54)C3)sc2n1 (stereo not drawn)	-2.5	-1	6	-0.8	-1.0	41	3	-15	17
O=C(NC1CCCC1)C1CCN(S(=O)(=O)c2cccc3cccnc23)CC1	1.4	-12	1	1.2	-1.4	9	-6	2	0
COc1cc(/C=C/C(=O)OCC(=O)Nc2ccc3c(c2)OCCO3)ccc1O	0.8	-4	-1	0.5	1.7	-9	12	-4	-16
Cc1nnc(-c2cnn(C)c2N)n1Cc1ccccc1F	0.0	10	-4	0.4	0.9	-9	-7	10	1
Oc1[nH]c2c(Cl)cc(Cl)cc2c1N=NC(=S)NCC1CCCO1 (stereo not drawn)	0.0	3	-5	0.5	-0.4	15	-2	-12	-9
O=[N+]([O-])c1ccc(O)c(Nc2ncnc3ccccc23)c1	-0.6	4	0	1.1	0.8	10	-51	6	-4
CSc1c(C#N)c(N)nc2sc(C(=O)c3ccccc3)c(N)c12	4.8	-11	x	1.5	-0.1	-86	-13	24	11
O=C(COc1ccc2ccccc2c1)Nc1cccc(C(=O)Nc2ccccc2C(=O)O)c1	1.2	-6	0	0.2	0.8	9	-75	14	-22
COCC(=O)Nc1ccc(OCc2ccccc2)cc1	2.6	-4	6	0.7	0.9	-38	-14	-3	-25
CCOc1cc(NC(=S)NCCCN2CCOCC2)c(OCC)cc1NC(=O)c1cccs1	-0.4	-8	-3	0.2	-0.5	-1	-2	12	4
O=C(Nc1cccc2ccccc12)C12CC3CC(C1)CC(n1cnc([N+](=O)[O-])n1)(C3)C2	-0.6	4	-5	0.1	1.5	-13	5	12	-10
COCCN(C(=O)Nc1ccc(OC)cc1OC)C1CCN(C(C)=O)CC1	0.9	4	-5	0.0	2.4	x	x	3	-18
CCc1ccc(NC(=O)Cn2c(=O)n(CCC(=O)NC3CCN(Cc4ccccc4)CC3)c(=O)c3ccccc32)cc1	1.3	-20	x	0.8	-1.6	2	14	-18	6
CCN(CC)CCCNCC(=O)Nc1cc(C)on1	1.8	14	2	0.5	0.0	-4	17&3	-16	9

Rewritten with each value named: three of the compounds above
COc1cc(/C=C/C(=O)OCC(=O)Nc2ccc3c(c2)OCCO3)ccc1O
  zfTRPN1 agonist: 0.8; NPY2 pot ag: -4; NPY-Y1 antag: -1; TRPML3 ag: 0.5; S1P4 agonist: 1.7; CHOP inh: -9; EP2 modulator: 12; NPY-Y1 PAM-ag: -4; S1P4 antag: -16

Cc1nnc(-c2cnn(C)c2N)n1Cc1ccccc1F
  zfTRPN1 agonist: 0.0; NPY2 pot ag: 10; NPY-Y1 antag: -4; TRPML3 ag: 0.4; S1P4 agonist: 0.9; CHOP inh: -9; EP2 modulator: -7; NPY-Y1 PAM-ag: 10; S1P4 antag: 1

Oc1[nH]c2c(Cl)cc(Cl)cc2c1N=NC(=S)NCC1CCCO1 (stereo not drawn)
  zfTRPN1 agonist: 0.0; NPY2 pot ag: 3; NPY-Y1 antag: -5; TRPML3 ag: 0.5; S1P4 agonist: -0.4; CHOP inh: 15; EP2 modulator: -2; NPY-Y1 PAM-ag: -12; S1P4 antag: -9

The listing continues.
SMILES	zfTRPN1 agonist	NPY2 pot ag	NPY-Y1 antag	TRPML3 ag	S1P4 agonist	CHOP inh	EP2 modulator	NPY-Y1 PAM-ag	S1P4 antag
Cc1nn(Cc2ccc(F)cc2)c(C)c1NC(=O)c1nn(C)cc1Cl	-1.1	13	4	1.7	1.1	15	15	-3	-5
Cc1ccc(C)c(NC(=O)c2cc(-c3cccnc3)nc3ccccc23)c1	1.2	3	7	0.9	0.2	8	29	2	8
Cc1c(-c2ccc(/C=N/NC(=O)C(=O)Nc3ccccc3F)o2)cccc1[N+](=O)[O-]	1.2	4	x	0.1	0.6	-9	-5	12	6
Cc1c(C(=O)NN2CCCCC2)nn(-c2ccc(Cl)cc2Cl)c1-c1ccc(I)cc1	-1.3	-7	-3	0.2	1.2	-17	x	-18	13
NC1=NC2(CCCCC2)N(c2ccc(F)cc2)C(N)=N1	-0.3	3	-2	0.9	2.1	17	32	4	-14
COc1ccc(-n2c(SCC(=O)N3CCCCC3)nnc2-c2cccnc2)cc1	-0.4	0	-3	0.4	0.6	22	17	-10	2
O=C(CC(C(=O)O)P(=O)(c1ccccc1)c1ccccc1)c1ccccc1 (stereo not drawn)	1.1	0	7	0.3	-1.6	2	7	-5	-6
c1ccc(Cn2nnc3c(NCC4CCCO4)nc(C4CC4)nc32)cc1 (stereo not drawn)	-3.0	-20	4	0.3	1.6	37	22&25	-18	-31
O=C(Nc1cccc(Cl)c1Cl)C1CC(=O)N(c2ccc(Br)cc2)C1 (stereo not drawn)	0.1	-42	6	0.7	-1.6	78*	11	-24	7
O=C(O)C1NCCc2ccccc21 (stereo not drawn)	0.5	-9	1	1.3	-1.4	17	9	-19	7
CC(CC#CCN1CCOCC1)OCCC#N (stereo not drawn)	-0.3	-3	1	-0.4	1.8	-6	7	-18	-7
O=C(Nc1cccc(O)c1)c1cnn2cccnc12	2.0	-7	3	1.4	-2.1	-32	-18	-15	3
COc1ccccc1NS(=O)(=O)c1cc(NC(=O)Nc2cccc(C)c2)ccc1N1CCCCC1	0.3	20	-6	0.6	-0.1	47	-1	11	-6
O=C(Nc1nnc(SCc2ccc(Cl)cc2)s1)c1ccco1	-1.0	4	6	0.5	2.3	-10	0	-29	-15
COCCn1c(-c2ccc(OC)cc2)nc2ccccc21	-1.6	-20	11	-0.4	1.2	14	8	5	1
COc1ccc(NC(=O)COC(=O)Cc2ccc(-c3ccccc3)cc2)c(OC)c1	-0.1	-23	9	-0.6	-1.1	42	-14	-23	-13
Cc1oc2nc(SCC(=O)Nc3ccc(S(N)(=O)=O)cc3)nc(NC(=O)c3ccccc3)c2c1C	-1.9	2	-3	0.6	-1.9	1	-2	-37	6
CN(CC(=O)Nc1ccc(N2CCOCC2)cc1)CC(=O)Nc1ccc(Cl)cc1[N+](=O)[O-]	0.0	-1	3	1.2	0.2	18	0	14	-3
C[N+]1(CCn2ccc3ccccc32)CCCCC1	2.1	2	-2	2.6	1.0	-2	32	2	-3
CNC(=O)COc1ccc(-c2nn(C)c(=O)c3ccccc23)cc1	-0.8	14	0	0.2	-0.5	8	-12	-13	-25
O=C(COC(=O)CCc1ccccc1)NC12CC3CC(CC(C3)C1)C2	-0.7	-11	-1	-0.7	-0.6	9	-35	-20	-3

Source: PubChem (several laboratories)
